# Source: PubChem BioAssay (Emory University Molecular Libraries Screening Center)
# 14-3-3g Raf: modulators of 14-3-3 gamma protein binding, primary screen, biochemical, fluorescence polarization; 160,000 compounds, 0.19% hits; 14-3-3 protein gamma (Homo sapiens), P61981; FP, 14-3-3gamma / TMR-pS259-Raf peptide binding; inhibition, % at 40 µM; AID 422, 2006; in the data active means inhibition above about 30%;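 further: 0% = protein plus tracer without compound and 100% = blank with tracer alone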
# Target sequence (P61981 whole entry, looked up): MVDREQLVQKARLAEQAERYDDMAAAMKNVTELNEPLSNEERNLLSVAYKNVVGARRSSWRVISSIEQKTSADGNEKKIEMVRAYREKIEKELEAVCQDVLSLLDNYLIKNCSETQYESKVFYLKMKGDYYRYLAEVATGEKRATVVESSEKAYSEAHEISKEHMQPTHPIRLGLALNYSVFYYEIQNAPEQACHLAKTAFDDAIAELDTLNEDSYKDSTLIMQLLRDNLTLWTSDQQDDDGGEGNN
# * = called active by the depositor; & = joins results of further samples. These rows are one share of the data (hit frequency here may not be typical).
Compound	14-3-3g Raf
Cc1ccc(C)c(OCC(=O)Nc2sc3c(c2C#N)CCC(C)C3)c1C (stereo not given)	-1
CCc1c(C)nc2cc(-c3cc(OC)cc(OC)c3)nn2c1N1CCCC1	-8
O=C(CCCSc1nnnn1-c1ccccc1)c1ccc2c(c1)Cc1ccccc1-2	-5
C=CCOC(=O)C1=C(C)NC2=C(C(=O)CC(C)(C)C2)C1c1cccc(O)c1 (stereo not given)	-4
Cc1cnc(NC(=O)CSc2nnc(COc3c(C)cccc3C)o2)s1	-2
CCOc1ccc(S(=O)(=O)Nc2ccc3c(c2)c2c(n3S(=O)(=O)c3ccc(OCC)cc3)CCCC2=O)cc1	-6
CCCn1c(=NC(=O)c2cccc3ccccc23)c(C(=O)OCC)cc2c(=O)n3ccccc3nc21	-14
O=C(Nc1ccc2c(c1)OCCO2)c1cccnc1	-2
CCOC(=O)CSc1nc2c(c(=O)n(C)c(=O)n2C)n1C	8
CC1CCCN(S(=O)(=O)c2ccc3[nH]c(=O)cc(C(=O)NCc4cccnc4)c3c2)C1 (stereo not given)	-15
COc1ccccc1N1CCN(C(=O)c2cc3c(-c4ccc(Cl)cc4)nn(C)c3s2)CC1	-2
Cc1cc(C)cc(CSCC(=O)Nc2cccc(Cl)c2C)c1	-5
COc1ccc(C(=O)Nc2cccc(NC(C)=O)c2)cc1[N+](=O)[O-]	7
COc1ccc(NC(=O)c2cc3c(=O)n(C)c4ccccc4c3s2)cc1Cl	-1
CCCOc1c(Br)cc(C2C3=C(CCCC3=O)N(CC)C3=C2C(=O)CCC3)cc1OCC	-10
CS(=O)(=O)Nc1ccc(C2=NN(S(C)(=O)=O)C(c3ccccc3F)C2)cc1 (stereo not given)	-228
Cn1c(=O)oc2cc(S(=O)(=O)N3CCCC(C(=O)NCc4ccc5c(c4)OCO5)C3)ccc21 (stereo not given)	2
CC(c1ccccc1)n1cnc2ccccc21 (stereo not given)	0
CCOc1ccc2c(=O)c(Oc3ccccc3Br)coc2c1	-16
COCCn1nnnc1SCC(=O)c1ccccc1	4
O=C(NCCC1=CCCCC1)c1cccc(-n2c(=S)[nH]c3cc(Cl)ccc3c2=O)c1	-6
CN(c1ccc(Cl)cc1)S(=O)(=O)c1ccc2[nH]cc(C(=O)NCCN3CCOCC3)c(=O)c2c1	-4
O=C(Nc1cccc(-c2nc3ccccc3s2)c1)c1cccnc1Cl	-18
NC(=O)c1cccc(N=Cc2ccc([N+](=O)[O-])o2)c1	-62
N[C@@H](CCCC(=O)O)C(=O)O	-6
CC(C)Oc1cccc(C(=O)Nc2ccc(CN3CCOCC3)cc2)c1	-2
CCN(CCCNS(=O)(=O)c1ccc2c(c1)CCN2C(C)=O)c1ccccc1	-1
COC(=O)C(O)(CC(=O)Nc1ccc(Cl)cc1F)C(F)(F)F (stereo not given)	1
Cc1ccc(-n2c(-c3ccc(Cl)cc3)cn3c4c(=O)n(C)c(=O)n(C)c4nc23)cc1Br	0
COc1ccc(NC(=O)CSc2nc3[nH]ncc3c(=O)n2-c2cccc(C(F)(F)F)c2)cc1OC	-18
CCCCN1CN(S(=O)(=O)c2cccs2)c2nc3ccccc3nc21	-11
COc1ccc(-c2cc(C(=O)Nc3cnn(Cc4ccccc4C)c3)no2)cc1OC	2&-2
CCn1c(COc2ccccc2)nnc1SCC(=O)Nc1ccc2c(c1)OCCO2	-12
CCCCCC1CC(=O)N(Cc2ccc(Cl)cc2)C(=O)N1 (stereo not given)	0
CCCC(CCC(=O)Nc1nncs1)C(=O)O (stereo not given)	-5
O=C(c1ccc(Cl)cc1[N+](=O)[O-])N1CCCc2ccccc21	-37
O=[N+]([O-])c1ccc(Nc2ccc(O)cc2)c2nonc12	-117
CC(=O)OCC12CC=C(C)C(C1)C(c1ccccc1OC(C)=O)OC2 (stereo not given)	-5
CSc1nc2nc(C)cc(C)n2n1	-3
O=C(NCc1ccc(Cl)cc1)c1ccc2nc3ccc(Cl)cc3c(=O)n2c1	-3
N#C/C(=C1/CCCCCN1)c1nc2ccccc2s1	-18
CC(C)OCCCNC(=O)C1CC(=O)N(C2CCCCCC2)C1 (stereo not given)	-1
Cn1c(SCC(=O)C(C)(C)C)nnc1-c1cccnc1	0
Cc1ccc([N+](=O)[O-])c(C(=O)Nc2cccnc2)c1	-2
C=CCSc1nnc2c(n1)OC(C(=O)c1ccccc1)Nc1ccccc1-2 (stereo not given)	5
Cn1c(C(=O)O)c(CC(=O)N2CCCCCC2)c2ccccc21	0
COc1ccc(C(=O)Nc2ccc(-c3nc4ncccc4o3)cc2)cc1	-3
CCOC(=O)CNC(=O)c1sc2ncn(CC(=O)N3CCCC(C)C3)c(=O)c2c1C (stereo not given)	-2
COc1ccc(Br)cc1CNC(=O)c1ccc(Sc2ccc(C)cc2)c(NC(C)=O)c1	-3
Cc1sc2nc3c(C(=O)NCCNc4ccc5ccccc5c4)cccn3c(=O)c2c1C	-8
CCOC(=O)c1ccc2c(c1)C1C=CCC1C(c1ccc(OC)c([N+](=O)[O-])c1)N2 (stereo not given)	-9
O=C(NCCSc1c(-c2ccc(F)cc2)[nH]c2ccccc12)c1cccs1	-33
Cn1c(=O)c2c(nc(Br)n2CCSc2nc3ccccc3o2)n(C)c1=O	1
COc1ccc(-c2csc3[nH]c(=S)n(-c4ccccc4)c(=O)c23)cc1OC	-36
CC1=CCC2C(=O)N(c3cccc(C(=O)OCC(=O)c4ccc(Br)cc4)c3)C(=O)C2C1 (stereo not given)	-2
CCOC(=O)CSc1nnc(CNC(=O)c2cccc(C)c2)n1C	6
CC(C)OCCCNC(=O)CN1C(=O)CC(C)(C)S(=O)(=O)c2ccccc21	-8
CCCCCC(=O)Nc1cc(N(C)C)nc2ccccc12	-10
O=C(COC(=O)C12CC3CC(CC(C3)C1)C2)N1CCN(S(=O)(=O)c2ccccc2)CC1	-3
CC1CC(c2ccccc2)n2nc(NC(=O)c3ccco3)nc2N1 (stereo not given)	2

# Pulled by compound from the list above (3):
Compound	14-3-3g Raf
Cc1sc2nc3c(C(=O)NCCNc4ccc5ccccc5c4)cccn3c(=O)c2c1C	-8
CCCCCC(=O)Nc1cc(N(C)C)nc2ccccc12	-10
COc1ccc(C(=O)Nc2ccc(-c3nc4ncccc4o3)cc2)cc1	-3

# Other results follow:
Compound	14-3-3g Raf
COC(=O)c1ccc(CN2CCCC2)o1	-1
COc1ccccc1NC(=O)N1CCCC1C(=O)NC1CCCCC1 (stereo not given)	-6
COc1ccc(C2C=C(c3cccs3)Nc3nnnn32)c(OC)c1 (stereo not given)	-9
CCC(=O)Nc1ccccc1C(=O)OCC(=O)Nc1ccc(S(N)(=O)=O)cc1	-4
COc1ccc(/C(O)=C2\C(=O)C(=O)N(C)C2c2ccccc2F)cc1 (stereo not given)	-1
CCCCOc1nnc(-c2ccc(C)cc2)c2ccccc12	-8
CN(C(=O)COC(=O)CNS(=O)(=O)/C=C/c1ccccc1)C1CCS(=O)(=O)C1 (stereo not given)	-11
CC(C)N1C(=O)C2ON(c3ccccc3)C(c3cccs3)C2C1=O (stereo not given)	-14
COc1ccc(C(=O)Oc2ccc(C=Nc3ccc(C(C)=O)cc3)cc2[N+](=O)[O-])cc1	-5
Cc1nc2ccccc2n1S(=O)(=O)N(C)C	2&-3
CCN(Cc1ccccc1)C(=O)Cn1c(=O)n(-c2ccc(OC)cc2OC)c(=O)c2c3c(sc21)CCCC3	-3
COc1cc(NS(=O)(=O)c2ccc(NC(=O)CSC3=NCCS3)cc2)nc(OC)n1	-9
COc1ccc(C(=O)Oc2c(Sc3ccccc3)c(C)nn2-c2ccccc2)cc1OC	-1
CCC(C)OC(=O)C1=C(C)NC2=C(C(=O)C(C(=O)OC)C(C)C2)C1c1ccccc1[N+](=O)[O-] (stereo not given)	-6
CCOC(=O)c1ccc2nc(C)cc(Nc3ccc(C(=O)OC)cc3)c2c1	-62
CCOC(=O)c1sc(N=Cc2ccc3c(c2)OCCOCCOCCO3)c(C(=O)OCC)c1C	4
Cc1ccc(Cn2c(COc3ccc(C)cc3)nc3ccccc32)cc1	-2
COc1cc2c(cc1OC)C(c1ccc(C)o1)CC(=O)N2 (stereo not given)	-3
NC1=C(C2C=Nc3ccccc32)C(=O)NC1=O (stereo not given)	-17
COc1ccc(N2C(=O)CC(Nc3ccc(N4CCOCC4)cc3)C2=O)c(OC)c1 (stereo not given)	-19
O=C(c1cc2ccccc2nc1-c1ccco1)C(F)(F)F	-18
Clc1ccccc1-c1nnc(-c2cccnc2)o1	1
COc1ccc(NC(=O)CSc2nc(O)cc(=O)[nH]2)cc1	-10
COc1ccc(NS(=O)(=O)c2ccc(OC)c(S(=O)(=O)Nc3ccc(OC)cc3)c2)cc1	-1
CC(=O)Oc1ccc(C(=O)N2CC(C)CC(C)C2)cc1 (stereo not given)	-8
Cc1ccc2c(C)c(C(=O)Nc3nnc(C)s3)oc2c1	1
CC1(C)CC(=O)C2=C(C1)N(CCN1CCOCC1)C1=C(C(=O)CC(C)(C)C1)C2c1cccc(F)c1	-8&-6
Cc1c(C(=O)NC2CCCCC2)sc2ncnc(N3CCCCC3)c12	-7
CC1CC(C)(C)NC(=S)N1CC(=O)N1CCCCC1 (stereo not given)	3
COc1ccc(-n2nc(C(=O)NCC(=O)Nc3ccccn3)c3ccccc3c2=O)c(OC)c1	-6
O=C(Nc1ccc(S(=O)(=O)N2CCCCC2c2cccnc2)cc1)c1ccc(S(=O)(=O)N2CCCCC2)cc1 (stereo not given)	-51
CC1(C)CC(=O)C2=C(C1)Nc1cc(C(=O)c3ccccc3)ccc1NC2c1cccnc1 (stereo not given)	-1
COc1ccccc1-n1c(CNC(=O)c2ccc(S(=O)(=O)N3CCOCC3)cc2)n[nH]c1=S	7
O=C(c1ccccc1F)N1CCN(c2ccc([N+](=O)[O-])c(N3CCc4ccccc4C3)c2)CC1	-7
O=C(CCCSc1nc2sc3c(c2c(=O)[nH]1)CCC3)NCCO	-6
O=C(CSc1nccn1-c1ccc(Cl)cc1)Nc1ccc(F)cc1	-2
C1=C(c2ccccc2)CCN(c2ncnc3nc[nH]c23)C1	-4
Cc1ncc(CO)c2cc(C(N)=O)c(=Nc3ccc(OCc4ccccc4)cc3)oc12	2
O=C(NCc1cccs1)c1sc(=S)n2c1[nH]c(=O)c1ccccc12	-13
Cc1cc(C)c(S(=O)(=O)Nc2ccc3oc4c(c3c2)CCC(C)C4)c(C)c1 (stereo not given)	-27
Cc1ccc(NC(=O)C2CCCN2S(=O)(=O)c2cccs2)cc1 (stereo not given)	-13
CCN(CC)C(=O)COc1ccc2c(C)c(Cc3ccccc3)c(=O)oc2c1	-8
Cc1ccc(OCCn2c(=O)n(C)c3ccccc32)cc1	-3
CC1=C(C(=O)Nc2ccccn2)C(c2ccccc2C(F)(F)F)C2=C(CCCC2=O)N1 (stereo not given)	-4
CCc1nnc(SCC(=O)Nc2cccc(C)c2)nc1CC	1
COc1ccc2c(c1)C=CC1(O2)N(C)c2ccccc2C1(C)C (stereo not given)	-6
O=C(Cc1ccccc1)Nc1sc2c(c1C(=O)Nc1ccccc1Cl)CCC2	-30
Oc1ccc(C2CC(c3cc(Cl)ccc3O)=NN2)cc1 (stereo not given)	-62
CN1Cc2cc(C(=O)c3cc(Cl)cc(CSc4ncccn4)c3O)cnc2NC1=O	-90
COc1ccccc1Nc1nc(N)nc(CN2CCc3ccccc3C2)n1	-4
Cc1nc(Oc2ccc(NC(=O)c3ccccc3)cc2)c2c3c(sc2n1)CCC3	-5
CC1Cc2ccccc2N1C(=O)CSc1nc(-c2ccco2)cc(C(F)(F)F)n1 (stereo not given)	-10&-7
O=C(Nc1ccc2c(c1)OCCO2)c1oc(=O)c2ccccc2c1-c1ccccc1	-5
C=CCN1C(=O)C(CC(=O)Nc2ccccc2)SC1=Nc1ccc(S(N)(=O)=O)cc1 (stereo not given)	-6
COc1ccc(C2C(C(=O)N3CCN(c4ccccc4F)CC3)CCC(=O)N2c2cc(OC)c(OC)c(OC)c2)cc1 (stereo not given)	-3
CCCNC(=O)c1cnn2c1NC(c1cc(OC)c(OC)c(OC)c1)CC2C(F)(F)F (stereo not given)	1
C=CCn1c(=O)/c(=C/c2ccc(O)cc2)s/c1=C(/C#N)c1nnc2n1CCCCC2	-30
CCOC(=O)c1sc(N(Cc2ccccc2)C(=O)CSc2nnc(C3CC3)n2N)nc1C	1
C=CCc1c(C)nc(SCC(=O)Nc2ccc(C)cc2)[nH]c1=O	1
O=C(CCCNS(=O)(=O)c1cccc2nsnc12)NCCc1ccccc1	-1

# Four neighbouring records out of the list so far:
Compound	14-3-3g Raf
C=CCn1c(=O)/c(=C/c2ccc(O)cc2)s/c1=C(/C#N)c1nnc2n1CCCCC2	-30
CCOC(=O)c1sc(N(Cc2ccccc2)C(=O)CSc2nnc(C3CC3)n2N)nc1C	1
C=CCc1c(C)nc(SCC(=O)Nc2ccc(C)cc2)[nH]c1=O	1
O=C(CCCNS(=O)(=O)c1cccc2nsnc12)NCCc1ccccc1	-1

# New compounds follow
Compound	14-3-3g Raf
Cc1cc[n+](CCc2ccccc2)cc1C	0
Cc1ccc(C(=O)O)cc1N1C(=O)CCC1=O	0
Cc1ccnc2c1ccc1ccccc12	-3
Cc1ccc(-c2csc(NC(=O)C3CC=CCC3C(=O)O)c2C(=O)OC(C)C)cc1 (stereo not given)	-2
CCOC(=O)c1c(C)oc2ccc(OCc3ccc(C)cc3)cc12	-3
CC(NC(=O)COc1ccccc1)C(=O)NC1=NCCS1 (stereo not given)	-3
CCOC(=O)c1sc2nc(N3CCOCC3)c3c(c2c1N)CCCC3	-11
CCC(C)n1nc(NC=O)c([N+](=O)[O-])[n+]1[O-] (stereo not given)	-2
COc1ccccc1N1CCN(S(=O)(=O)c2cn(C)c(=O)n(C)c2=O)CC1	-7
